From PubChem
Apaf-1 inh: inhibitors of human Apaf-1 apoptosome. O14727. inhibition, % at 20 µM. reconstituted apoptosome caspase-3 activity, DEVD-Rh110 fluorescence. 0.71% of 330,000 active; active = inhibition of at least 40% at 20 µM;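 note: plate controls were DMSO wells for no effect and DEVD-CHO caspase inhibitor wells for full effect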
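Material: reconstituted apoptosome with Apaf-1, cytochrome c, caspase-9, procaspase-3, dATP; medium: pH 7.5 Hepes buffer with CHAPS, BSA, DTT; also added: cytochrome c and DEVD-Rh110 substrate; timing: 30 min plus 50 min, RT; signal: Rh110 fluorescence intensity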
SENP6 block: inhibitors of human SENP6 protease. Recombinant SENP6 catalytic domain, aminoluciferin luminescence. inhibition, % at 10 µM. Q9GZR1. 1.8% of 330,000 active;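 active = inhibition above about 50% at the single tested dose, limit read from the data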;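 note: plate controls were DMSO wells with enzyme for no effect and DMSO wells lacking enzyme for full effect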
Target sequence (Q9GZR1 628-1112 limits assumed): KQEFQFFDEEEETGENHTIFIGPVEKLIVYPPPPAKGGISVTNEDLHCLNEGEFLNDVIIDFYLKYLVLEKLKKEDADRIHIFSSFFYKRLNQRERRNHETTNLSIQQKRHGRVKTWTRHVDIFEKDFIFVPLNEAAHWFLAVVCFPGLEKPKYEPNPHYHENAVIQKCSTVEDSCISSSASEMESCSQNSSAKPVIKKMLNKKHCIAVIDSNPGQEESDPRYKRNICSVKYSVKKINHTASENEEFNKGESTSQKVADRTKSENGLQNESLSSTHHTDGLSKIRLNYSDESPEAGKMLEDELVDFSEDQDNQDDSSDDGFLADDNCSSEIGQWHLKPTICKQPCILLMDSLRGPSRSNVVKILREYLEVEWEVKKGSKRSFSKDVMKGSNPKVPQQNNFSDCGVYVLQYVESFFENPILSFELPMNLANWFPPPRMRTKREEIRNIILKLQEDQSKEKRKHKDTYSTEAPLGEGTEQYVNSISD
SENP7 block: inhibitors of human SENP7 protease; inhibition, % at 5 µM; 1.5% of 330,000 active; recombinant SENP7, Z-RLRGG-aminoluciferin luminescence, 40 min; Q9BQF6; AID 434973;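 active = inhibition above about 50% at the single test dose, limit read from the data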;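 note: plate controls were DMSO with enzyme for no effect and no enzyme buffer wells for full effect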
PfGluPho inh: PfG6PD (Plasmodium falciparum) enzyme inhibition; PfGluPho enzyme, NADPH resazurin-diaphorase fluorescence; inhibition, % at 20 µM; 0.78% of 350,000 active;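 active = inhibition reaching at least a set limit at 20 µM in the primary screen, cut at about 59% in these data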;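 note: 0% = DMSO wells with substrate and 100% = DMSO wells lacking glucose-6-phosphate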
SENP8 block-1: SENP8 protease inhibition; inhibition, % at 10 µM; Q96LD8; AID 2540; 1.2% of 330,000 active; purified SENP8, Z-RLRGG-aminoluciferin cleavage, luminescence; in the data active = inhibition above about 50%
Target sequence (Q96LD8 whole entry, looked up): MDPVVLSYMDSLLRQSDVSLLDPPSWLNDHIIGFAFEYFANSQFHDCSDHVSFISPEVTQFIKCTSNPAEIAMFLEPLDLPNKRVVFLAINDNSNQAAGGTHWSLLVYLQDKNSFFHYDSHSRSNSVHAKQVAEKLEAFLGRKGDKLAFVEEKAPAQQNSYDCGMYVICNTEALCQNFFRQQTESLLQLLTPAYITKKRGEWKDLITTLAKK
HKDC1 inhibitor: HKDC1 (human) hexokinase inhibition; inhibition, % at 20 µM; Q2TB90; 0.16% of 340,000 active; recombinant HKDC1, G6PDH/diaphorase resazurin coupled fluorescence;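 active = inhibition above about 35% when tested at 20 µM, limit read from the data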;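 note: plate controls were DMSO wells with enzyme for no effect and DMSO wells lacking enzyme for full effect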
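Material: recombinant HKDC1 hexokinase; Amount: HKDC1 at 5 µg/mL; Medium: Tris pH 8.0 buffer with MgCl2, Tween-20, BSA, BME; Schedule: 90 min reaction incubation at room temperature, dark; Technique: coupled resazurin fluorescence, excitation 525 nm, emission 613 nm.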
SENP1 FRET inh: SENP1 (human) catalytic domain inhibition | inhibition, % at 10 µM | recombinant SENP1 catalytic domain, CyPet-SUMO1-YPet FRET cleavage | Q9P0U3 | 0.21% of 360,000 active | AID 624204;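 active = inhibition at least 30% at 10 µM, raw YFP signal under a set limit, fluorescence ratio 0.5 to 1.5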;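 note: 0% = enzyme with DMSO and 100% = no enzyme wells; some results filed as inactive read as strong as hits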
Target sequence (Q9P0U3 419-644 limits assumed): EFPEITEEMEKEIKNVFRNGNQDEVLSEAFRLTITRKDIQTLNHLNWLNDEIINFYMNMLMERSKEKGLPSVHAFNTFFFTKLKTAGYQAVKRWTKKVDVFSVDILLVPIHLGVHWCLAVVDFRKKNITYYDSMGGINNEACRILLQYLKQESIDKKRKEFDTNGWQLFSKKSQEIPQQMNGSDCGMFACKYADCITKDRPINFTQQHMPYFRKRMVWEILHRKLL
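material = recombinant human SENP1 catalytic domain, His6-tagged | quantity = 20 pM enzyme | reagent = 25 nM SUMO1 FRET substrate | compound dosing = 10 µM single point, 0.5% DMSO | timing = 50 min enzyme reaction, room temperature, light-protected | detection = FRET, CFP and YFP emission | control set = no-enzyme low, enzyme-DMSO high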
SENP8 block-2: blocks human SENP8 cleavage of Nedd8 substrate; 0.64% of 360,000 active; Q96LD8; recombinant SENP8, Nedd8 substrate fluorescence; AID 602440; inhibition, % at 20 µM; in the data active = inhibition mostly above about 40%, no sharp cut-off; inactive = mostly below about 27%
* = called active by the depositor; . = no result given.

SMILES | Apaf-1 inh | SENP6 block | SENP7 block | PfGluPho inh | SENP8 block-1 | HKDC1 inhibitor | SENP1 FRET inh | SENP8 block-2
Cc1cc(=O)oc(C)c1C(=O)N1CCCCC1 | 3 | -15 | -4 | 6 | 3 | 1 | 0 | 19
COc1ccc(OC)c(NC(=O)NCCCCc2ccccc2)c1 | 16 | -9 | -9 | -7 | -14 | 1 | -1 | 1
COc1ccc(-c2noc(N3CCC(C(=O)Nc4ccc(OC)c(OC)c4)CC3)n2)cc1 | -4 | 9 | 0 | 1 | 3 | -3 | 3 | 8
CCOC(=O)C(=O)Nc1nnc(COc2ccccc2)s1 | -19 | 1 | -1 | -18 | 9 | -2 | 2 | 13
C=CCn1c(Cc2cccs2)nnc1SCC(=O)c1ccc2ccccc2c1 | 6 | -19 | 6 | 28 | 3 | 15 | -1 | 5
CCn1nc(NC(=O)C(C)(C)C)c2cc3cccc(C)c3nc21 | 14 | -29 | -1 | 11 | -3 | -1 | -25 | -280
CCOc1ccc(N2CC(=O)Nc3ccccc3NCC2=O)cc1 | 12 | -4 | 8 | 12 | 6 | 7 | 2 | 11
CC1CCc2nc(NC(=O)CN3CCOCC3)sc2C1 (stereo not drawn) | -3 | -11 | 1 | 5 | 1 | -3 | 0 | 14
COC(=O)Nc1ncc(CN2CCC(c3ccccc3)CC2)s1 | 8 | 16 | -3 | -12 | 1 | -3 | 2 | 12
CCOC(=O)c1ccccc1NC(=O)Cn1cnc2c(oc3ccccc32)c1=O | 13 | -21 | -4 | 4 | -6 | 2 | 0 | 12
COc1cccc(S(=O)(=O)NCc2ccc(C(=O)NCc3ccccn3)cc2)c1 | 5 | -10 | 13 | 0 | -10 | -6 | 1 | 1
O=C(CC1CC2CCC1C2)NC1CCCCCCC1 (stereo not drawn) | 7 | -5 | -9 | 1 | -10 | -2 | 1 | 7
Clc1ccc2[nH]c3c(c2c1)CNCC3 | 4 | 2 | 4 | 1 | -1 | -1 | -14 | 0
Cn1c(SCC(=O)Nc2nccs2)nnc1C1CC1 | 0 | -10 | -12 | 2 | -3 | -6 | -1 | 12
Cc1cccc(C(C)C)c1NC(=O)COC(=O)CNS(=O)(=O)c1ccccc1 | 1 | -13 | -3 | 0 | -7 | -4 | 1 | 14
CN(CC(=O)Nc1ccccc1Cl)C(=O)c1cc(=O)[nH]c2ccccc12 | -5 | 14 | 7 | -8 | -12 | -7 | 1 | -121
c1cn2cc(CN3CCOCC3)nc2s1 | -21 | 4 | 10 | 7 | -3 | 3 | -1 | 6
CC1(C(=O)N2CC3(CC(c4cccc(NC(=O)COc5ccc(Cl)cc5)c4)=NO3)C[C@@H]2C(N)=O)CC1 (stereo partly drawn) | 10 | -9 | -1 | 14 | -17 | -3 | -1 | 10
CCOC(=O)Cn1c(S(=O)(=O)Cc2cccc(F)c2)nc(-c2ccccc2)c1-c1ccccc1 | -1 | -8 | 6 | 20 | -2 | 8 | 1 | 10
COc1ccc(CNC(=O)Cn2c(=O)n(CC(=O)N3CCCCC3)c(=O)c3sccc32)cc1 | -3 | 7 | 5 | 0 | -2 | -7 | 1 | 14
O=C(NCC(c1ccccc1Cl)N1CCCC1)C1CCN(C(=O)Nc2ccccc2)CC1 (stereo not drawn) | 3 | 0 | -1 | -14 | -11 | 1 | 0 | 16
CC(C)(C)NC(=O)/C(=C/c1cccnc1)NC(=O)c1ccco1 | -13 | -7 | 2 | -1 | 3 | -2 | 2 | 27
CC(C)CCNC(=O)C1CCN(S(=O)(=O)c2ccc(-n3cnnn3)cc2)CC1 | 8 | -12 | -6 | -15 | -12 | -5 | 3 | 17
O=C(CN1CCN(Cc2ccccc2)CC1)N1N=CCC1c1ccccc1 (stereo not drawn) | -15 | -14 | -3 | -14 | -3 | -9 | 2 | 30
CCNC(=S)N(CCCO)Cc1cc2cc3c(cc2[nH]c1=O)OCCO3 | -2 | 1 | 2 | 12 | 8 | -6 | -2 | -329
O=C(Nc1cccc(-c2ccc(N3CCOCC3)nn2)c1)c1ccccc1Cl | -8 | 23 | 26 | 7 | 6 | 2 | -2 | -7
C/C(CC(=O)Nc1cccc2c1CCCC2)=N\NC(=O)c1cccc2ccccc12 | 10 | 3 | -4 | 11 | -9 | -6 | 3 | 12
COc1cccc(C(=O)NN2CCOCC2)c1 | -15 | 1 | 7 | -12 | 4 | -3 | 1 | 12
COc1cc2ccccc2cc1C(=O)N1CCN(c2ccccn2)CC1 | 4 | -4 | 7 | 1 | 9 | 4 | 1 | 1
CCCN(CCC)CCCNC(=O)CC1Nc2ccccc2NC1=O (stereo not drawn) | 7 | -20 | 8 | -9 | 4 | -6 | -24 | -356
COc1cc2[nH]c(=S)n(Cc3cccs3)c(=O)c2cc1OC | 6 | 12 | -6 | 11 | -9 | -5 | 0 | 6
COc1ccc(CN(C)CC(=O)Nc2ccc(N3CCOCC3)cc2)cc1OC | 3 | 2 | 7 | -13 | -1 | 4 | 2 | -27
O=C(OCC(=O)N1CCN(c2ccccc2)CC1)c1cc(Br)ccc1Cl | 20 | -10 | -9 | 8 | -10 | -2 | -1 | 5
COC(=O)c1cccc(NC(=O)c2cnccn2)c1 | 4 | -25 | -6 | -2 | -12 | -8 | 1 | 21
CC(=O)Nc1ccc(OCCOc2ccc(/C=C3\C(=N)N4N=C(C(C)C)SC4=NC3=O)cc2)cc1 | 17 | -26 | -5 | -27 | -4 | 10 | -1 | 5
C=CCN1C(=O)CN=C1Nc1ccccc1 | -4 | -16 | -6 | 2 | -11 | -1 | 0 | 11
O=S(=O)(NCCN1CCOCC1)c1cc(Cl)ccc1Cl | 0 | -6 | -5 | -1 | 15 | -7 | -1 | 4
Cc1cc(C)n2nc(C(=O)OCC(=O)NC3CCCCC3)nc2n1 | 2 | -7 | -3 | 0 | -11 | -4 | 0 | 10
N#C/C(=N/Nc1ccc(S(=O)(=O)N2CCOCC2)cc1)C(N)=O | 10 | 1 | 0 | -26 | 0 | 12 | 0 | 22
Cc1ccc(Nc2nc(N)c3ccccc3n2)cc1C | 23 | -10 | 92* | 16 | 93* | -1 | 0 | -101
O=C(NNC(=O)c1cccs1)c1ccc(Br)cc1 | 1 | 2 | -10 | -3 | -10 | -6 | 2 | 6
CC(C)OCCCNC(=O)[C@H]1N2C(=O)c3ccccc3C2SC1(C)C (stereo partly drawn) | -1 | 17 | -1 | -9 | 2 | -5 | 0 | 10
O=C(Nc1ccccc1N1CCOCC1)c1ccc(S(=O)(=O)NCc2ccco2)cc1 | -7 | -2 | -1 | 3 | 1 | -6 | 1 | 13
COc1cc(CN(C(=S)NCC(=O)N2CCCC2)C2CCCC2)cc(OC)c1OC | 1 | -2 | -9 | -6 | -4 | -5 | 0 | 12
Fc1ccccc1N1CCN(CC2CCCCC2)CC1 | -10 | 10 | 6 | 3 | -8 | -4 | 1 | 6
C=CCOC(=O)C1=C[C@H](c2ccc(Br)cc2)C[C@H](OCc2ccc(CO)cc2)O1 | 21 | -10 | -3 | 9 | -7 | 9 | -3 | -2
Cc1ccc(C=Nc2ccccc2C(N)=O)cc1 | -17 | 37 | 6 | 1 | -6 | -11 | -4 | -329
CCCOc1ccc(N2C(=O)CC(NCCc3ccc(S(N)(=O)=O)cc3)C2=O)cc1 (stereo not drawn) | -10 | 7 | 0 | -13 | -4 | -4 | 1 | 16
Clc1nnc(N2CCCCC2)c2ccccc12 | 9 | 11 | 4 | 15 | 3 | -9 | 2 | 3
Cc1noc(C)c1S(=O)(=O)N1CCN(S(=O)(=O)c2ccccc2C#N)CC1 | -5 | -35 | -6 | -3 | -10 | -1 | 2 | 4
CCOc1cc(C(=O)N(C)Cc2cc3ccccc3[nH]c2=O)cc(OCC)c1OCC | 5 | -26 | -4 | 2 | -9 | -1 | 1 | -21
COC(=O)c1cnc(SCC(=O)c2ccccc2)n1C | -5 | 83* | 79* | 4 | 71* | 2 | 2 | 13
CN(CC(=O)Nc1ccc(Cl)c(C(F)(F)F)c1)C(=O)CCN1C(=O)C2CC=CCC2C1=O (stereo not drawn) | 19 | -17 | 0 | 1 | -7 | -5 | 1 | 10
O=C(CCN1CCCC1=O)NC1CCCc2c1cnn2-c1ccccc1F (stereo not drawn) | 8 | 3 | -1 | -3 | -6 | -6 | 0 | 10
Cc1cc(C(=O)N2CCN(C(c3ccccc3)c3ccccc3)CC2)on1 | 14 | 2 | -3 | -22 | 3 | 2 | 1 | 9
COC(=O)C1CSC(C(=O)OC)N1C(=O)CN1CCN(c2ccc(OC)cc2)CC1 (stereo not drawn) | 7 | 0 | 6 | 10 | 1 | -9 | 0 | 8
CC(=O)c1cn(C2OC(CO)C3OC(C)(C)OC32)c(=O)n(C)c1=O (stereo not drawn) | -13 | 1 | 1 | 1 | 10 | -6 | 1 | 13
C=CCN1C=C2C(=O)C(C)(OC(=O)CC)C(=O)C=C2C=C1CCCC (stereo not drawn) | 35 | 25 | -1 | 43 | 16 | 14 | -63 | -91
CN(C)CCc1c[nH]c2ccc(C[C@H]3COC(=O)N3)cc12 | -8 | -22 | 5 | . | 5 | . | . | .
CC1CCCN(S(=O)(=O)c2ccc(Cl)s2)C1 (stereo not drawn) | 6 | 0 | -3 | -11 | 3 | -2 | -2 | 15

(list continues)
SMILES | Apaf-1 inh | SENP6 block | SENP7 block | PfGluPho inh | SENP8 block-1 | HKDC1 inhibitor | SENP1 FRET inh | SENP8 block-2
COc1ccc(C2/C(=C(\O)c3cccc(OC)c3)C(=O)C(=O)N2c2ccccn2)cc1 (stereo not drawn) | -2 | -9 | -9 | -22 | -4 | -4 | 2 | 16
O=C(COc1ccc(S(=O)(=O)NC2CCCCC2)cc1)NCCC1=CCCCC1 | 21 | 1 | 6 | 15 | 12 | -4 | 1 | 18
CN(C(=S)NC(=O)c1ccccc1)c1c(N)n(Cc2ccccc2)c(=O)[nH]c1=O | -17 | -24 | 3 | 10 | 9 | -4 | -2 | 6
COc1ccc(-c2nc(CSCC(=O)N3CCN(C4CCCCC4)CC3)c(C)o2)cc1OC | -1 | -4 | -16 | -14 | -8 | 1 | 0 | -3
Cn1c(=O)c2c(nc(Br)n2CCSc2nnnn2-c2ccccc2)n(C)c1=O | 0 | 9 | -1 | 5 | 0 | -13 | -1 | 14
O=C(Cc1ccccc1)N1CCc2[nH]nc(-c3ccccc3)c2C1 | 0 | -50 | -11 | 2 | -1 | -3 | 2 | 21
CCOc1ccccc1NC(=O)CN(c1ccc(C)cc1)S(=O)(=O)c1c(C)n[nH]c1C | 15 | 19 | -1 | 12 | -7 | 9 | 2 | 16
CCC(C)C(N)C(=O)NC(CCC(=O)OCc1ccccc1)C(N)=O (stereo not drawn) | -5 | -4 | -6 | -12 | -7 | -4 | 3 | 15
